High-throughput results from PubChem BioAssay.
HT1080 viability = cytotoxicity in HT1080 fibrosarcoma cells, cell-based, fluorescence readout (AID 620); cytotoxicity, % at 10 µM; hits with a dose series show EC50 in µM; HT1080 viability, fluorescence; higher % means a stronger effect; 87,000 tested, 0.42% active; in the data active = cytotoxicity above about 50%;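 also: cells exposed to compound overnight then 4 h with Alamar Blue; 0% = vehicle DMSO and 100% = killing control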
An asterisk follows results filed as active. Only part of the results is shown; rates above refer to the full screens.

SMILES	HT1080 viability
COc1cc(CO)ccc1Oc1nnnn1-c1ccc(C(N)=O)cc1	-0.3%
COc1cc(-c2ccccc2)nc2ccccc12	-3.3%
COc1ccc(Cc2nnc(SCC(=O)NC3CCCC3)o2)cc1	-2.3%
CC(C)C(=O)N(c1cc2sc(=O)oc2c2ccccc12)S(=O)(=O)c1cccs1	-1.1%
CC1CCCCC1NC(=O)C(Cc1ccccc1)NS(=O)(=O)c1cccs1 (stereo unspecified)	6.5%
Cc1ccc(C(=O)Oc2cc(-c3ccccc3)no2)cc1	9.6%
O=C(c1cccc(F)c1)N1CCC(N2CCCCCC2)CC1	-6.1%
CCOC(=O)C1=C(C)OC(N)=C(C#N)C1c1ccc(C)o1 (stereo unspecified)	-8.1%
O=C1c2cccc3cccc(c23)C(=O)N1c1ccncc1	24.7%
O=C(Nc1ccccc1)c1ccncc1	-10.2%
OC(CN1CCCCC1)CN1CCCCC1	21.3%
Cc1ccc2c(c1)SC1=NC(c3ccccc3)(C(F)(F)F)NC(=O)N12 (stereo unspecified)	4.1%
O=c1oc2ccccc2c(N2CCCCC2)c1CN1CCCC1	1.4%
CCOC(=O)N1CCN(C(=O)COc2ccc(S(=O)(=O)NCc3ccccc3)cc2)CC1	-5.2%
O=C(NCCc1ccccc1)c1ccc(CS(=O)(=O)Cc2ccccc2F)o1	-8.1%
COc1ccc(-c2ncncc2-c2csc(C)n2)c(O)c1OC	-0.3%
O=S(=O)(c1ccc(Cl)s1)N1CCc2ccccc2C1	-12.0%
O=c1c2c(-c3cccs3)csc2ncn1-c1ccc(Br)cc1	-19.0%
O=S1CC/C(=N\O)c2ccccc21 (stereo unspecified)	7.7%
Nc1c2c(nc3ccc(Br)cc13)N(c1ccccc1)CC2	9.8%
Cc1nn(C)c(C(=O)NNC(=S)NCc2ccco2)c1Cl	1.3%
FC(F)(F)c1ccc(CN2C[C@@H]3C(c4ccc(C(F)(F)F)cc4)C4(c5ccccc5)CC3(C4)[C@H]2c2ccccc2)cc1 (stereo partly specified)	-7.6%
COC(=O)c1c(-c2ccccc2)csc1N	-7.8%
CCC(C)NCCOc1ccc(Br)cc1 (stereo unspecified)	5.7%
CCCS(=O)(=O)c1c(S(=O)(=O)CCC)c2cnccn2c1C(=O)c1ccc(Cl)cc1	-4.7%
(listing goes on)
SMILES	HT1080 viability
CCSc1nc2cc(OC)c(OC)cc2c(=O)n1CCc1ccccc1	-6.6%
COC(=O)CSc1nnc(Cc2ccccc2)n1-c1ccc(C)cc1	-10.2%
Cn1nc(C(F)(F)F)c2cc(NC(=O)OCc3ccc(F)cc3)sc21	10.6%
c1ccc(Nc2ccccn2)cc1	-6.8%
CCc1cc(-c2n[nH]c(C)c2Oc2ccc(C(C)C)cc2)c(O)cc1O	5.3%
COc1ccc(CC(=O)Nc2ccc(S(=O)(=O)Nc3nccc(C)n3)cc2)cc1	-4.0%
CC(=O)c1c(N2CCCC2)nc(=S)n(-c2ccccc2)c1C	-7.8%
CCCCNC(=O)n1c(SC)nc2ccccc21	3.5%
CC(CC(=O)NC1CCCC1)c1ccccc1 (stereo unspecified)	-7.6%
CCOC(=O)c1ccc(N2C(=O)CC(N(C)Cc3ccccc3)C2=O)cc1 (stereo unspecified)	-6.8%
CN(c1ccc(C(=O)NCCc2ccccc2)cc1)S(C)(=O)=O	4.6%
O=S(=O)(c1cccc2cccnc12)N1CCN(c2ccccc2)CC1	-0.3%
O=C1C(c2ccc(F)cc2)N(Cc2ccc3c(c2)OCO3)C(=O)CN1C1CCCCCC1 (stereo unspecified)	-11.6%
CC1=NC(C)(C)Cc2ccccc21	14.7%
CCOn1c(SCC)nc2ccccc2c1=O	-15.5%
COc1ccc(C)cc1NC(=O)CSc1nnc(-c2ccco2)n1N	-17.3%
CC(C)Cn1c(-c2ccco2)n[nH]c1=S	-0.6%
CN(C)c1nc(SCc2ccccc2)nc(N2CCOCC2)n1	-5.5%
Cc1ccc(-c2cc(=O)[nH]c3ccccc23)cc1	-8.3%
COc1ccccc1-c1ccc(NC2CCCC2)nn1	-9.2%
CCn1c(CC(=O)Nc2cccc(Cl)c2Cl)nnc1SCCOc1ccc(OC)cc1	7.4%
O=S(=O)(/C=C/c1ccccc1)N1CCN(c2ccc(F)cc2)CC1	-1.3%
CCCc1cc(=O)[nH]c(SCC(=O)c2cc(C)n(CCC)c2C)n1	-18.5%
Clc1ccsc1-c1csc(-c2cccnc2)n1	32.4%
C=CCNC1=C(Cl)C(=O)N(c2cccc(Cl)c2Cl)C1=O	-5.2%
Additional results follow.
SMILES	HT1080 viability
O=[N+]([O-])c1cn(-c2nc(-c3ccco3)cc(C(F)(F)F)n2)cn1	-4.2%
O=C(Nc1cc2ccccc2oc1=O)C1CCCCC1	0.3%
CC(C)Oc1ccc(C(CC(=O)O)NC(=O)c2cccs2)cc1 (stereo unspecified)	-1.2%
Cc1cccc(C)c1NC(=O)CCS(=O)(=O)c1cccc2nsnc12	2.8%
C/C(=N\NC(=O)CSCc1ccccc1Cl)c1cccc(NC(=O)c2ccccc2)c1	17.9%
NC(=O)C1CCN(CC(=O)NCc2ccccc2)CC1	-0.8%
Cc1nc(NS(=O)(=O)c2ccc(Br)cc2)c2c3c(sc2n1)CCC3	-14.7%
O=C(CCS(=O)(=O)Cc1ccc(Cl)cc1)NCCCN1CCN(c2ccccc2F)CC1	0.2%
COc1ccc(-c2nc3ccccc3n2CCC(C)C)cc1OC	-7.9%
Cc1cc(C)n(-c2nc3ccccc3c(=O)n2OCC(N)=O)n1	-5.7%
CCC(c1nnnn1CCOC)N(Cc1cc2cc(C)c(C)cc2[nH]c1=O)CC1CCCO1 (stereo unspecified)	4.3%
COc1nc(C)nc2c1sc1nc3c(cc12)COC(C)(C)C3	20.8%
CCc1ccccc1NS(=O)(=O)c1ccc2[nH]cc(C(=O)NC3CCCC3)c(=O)c2c1	1.7%
COC(=O)c1scc(C)c1N/N=C(\C)c1cc(F)c(Cl)cc1F	-11.8%
CCOc1ccc(NS(=O)(=O)c2ccc(N)cc2)cc1	12.6%
CCOC(=O)c1c(CN2CCOCC2)n(-c2ccccc2)c2cc(Br)c(O)cc12	16.1%
Cc1ccccc1-c1nc(S(=O)(=O)c2ccc(Br)cc2)c(NCc2cccnc2)o1	-3.9%
COC(=O)[C@@]1(Cc2ccc(F)cc2)[C@H]2c3cc(C(=O)N(C)C)n(Cc4cccc5ccccc45)c3C[C@H]2CN1C(=O)c1ccccc1	-36.7%
c1ccc(-c2ccn3nnnc3n2)cc1	-8.6%
COC(=O)c1ccc(CN2[C@H](C(=O)OC)C[C@@]3(O)[C@@H](O)[C@@H](O)[C@@H](O)C[C@@H]23)cc1	9.0%
CCC1=C(OC(=O)N(CC)CC)N2C(=O)OC(=NCC3CC3)[C@]2(Cc2ccccc2)[C@H]2C1=CC[C@H]1C(=O)N(CC)C(=O)[C@H]12	-3.7%
COC(=O)c1nc(NC(=O)c2ccccc2)n[nH]1	-13.2%
Cc1cccc(-c2nc(CSCC(=O)NCc3cccs3)c(C)o2)c1	-1.4%
COC(=O)c1ccc(C(=O)Nc2ccc3nc(-c4cccnc4)[nH]c3c2)cc1	3.3%
CN(C)c1ccc(-c2noc(C3CCN(S(=O)(=O)c4cccc(C(=O)O)c4)CC3)n2)cc1	-3.2%

Gathered by group, the entries above with a thiophene ring, fused or not.
SMILES	HT1080 viability
CC(C)C(=O)N(c1cc2sc(=O)oc2c2ccccc12)S(=O)(=O)c1cccs1	-1.1%
CC1CCCCC1NC(=O)C(Cc1ccccc1)NS(=O)(=O)c1cccs1 (stereo unspecified)	6.5%
O=S(=O)(c1ccc(Cl)s1)N1CCc2ccccc2C1	-12.0%
O=c1c2c(-c3cccs3)csc2ncn1-c1ccc(Br)cc1	-19.0%
COC(=O)c1c(-c2ccccc2)csc1N	-7.8%
Cn1nc(C(F)(F)F)c2cc(NC(=O)OCc3ccc(F)cc3)sc21	10.6%
Clc1ccsc1-c1csc(-c2cccnc2)n1	32.4%
CC(C)Oc1ccc(C(CC(=O)O)NC(=O)c2cccs2)cc1 (stereo unspecified)	-1.2%
Cc1nc(NS(=O)(=O)c2ccc(Br)cc2)c2c3c(sc2n1)CCC3	-14.7%
COc1nc(C)nc2c1sc1nc3c(cc12)COC(C)(C)C3	20.8%
COC(=O)c1scc(C)c1N/N=C(\C)c1cc(F)c(Cl)cc1F	-11.8%
Cc1cccc(-c2nc(CSCC(=O)NCc3cccs3)c(C)o2)c1	-1.4%

Continued:
SMILES	HT1080 viability
COc1ccc(COC(=O)NNC(=O)c2ccccc2Cl)cc1	-14.6%
COc1ccc(C(=O)NC(=S)N2CCC(C)CC2)cc1	-0.6%
COCCn1c(=O)[nH]c2cc(C(=O)NCc3ccccc3)ccc2c1=O	-3.8%
COc1cc(N2CCCC2)c(OC)cc1/C=C(/C#N)c1ccc(F)cc1	-4.8%
O=C(CCc1nc(-c2ccccc2)no1)NCc1cccnc1	-6.4%
CCC(=O)N1CCc2cc(Br)cc(S(=O)(=O)CCC(=O)NCCOC)c21	13.7%
FC(F)(F)c1ccc(CN2C[C@@H]3C(c4ccc(Cl)nc4)C4(c5cccnc5)CC3(C4)[C@H]2c2ccccc2)cc1 (stereo partly specified)	-13.6%
c1ccc2c(c1)OCC(c1csc3ncnc(N4CCCC4)c13)O2 (stereo unspecified)	-15.0%
Cc1cc(/C=N/n2cnnc2)c(C)n1-c1ccccc1	6.8%
CC(=O)NC1(c2cccc(F)c2)CCN(CC(=O)NC(C)C)CC1	-1.9%
C[C@@H](C(=O)Nc1ccc2ccccc2c1)[C@@H]1C[C@@]1(C)[C@@H](NC(=O)OCc1ccccc1)c1ccccc1	-12.0%
CCOC(=O)/C(=N/Nc1ccc(Cl)cc1)S(=O)(=O)c1ccccc1	2.9%
CCOc1ccc(N=C(NC#N)SCC)cc1	-1.4%
Cc1ccc(CNCc2cc3c(C(C)(C)C)nn(-c4ccccc4)c3[nH]c2=O)cc1	3.6%
COC(=O)c1ccccc1NC(=O)C12CC3CC(C1)CC(n1cnc(Cl)n1)(C3)C2	8.6%
COc1c(F)c(F)c(C(=O)O)c(Nc2ccccc2C)c1F	8.2%
Cn1c(CNC(=O)c2cccs2)nnc1SCC(=O)Nc1ccc(Cl)cc1	-7.4%
CC1(C)CC(CC(=O)NC(=S)Nc2ccc([N+](=O)[O-])cc2)C(=O)O1 (stereo unspecified)	5.3%
Cc1ccc(-n2c(C)nn(-c3ncc(C(F)(F)F)cc3Cl)c2=O)cc1	20.0%
CCN(CC)S(=O)(=O)c1ccc(Cc2ncc(C(F)(F)F)cc2Cl)s1	27.0%
Cc1cc(C)nc(SCc2nnc(SCC(=O)Nc3nccs3)n2C)n1	6.0%
N#Cc1cc2c(nc1SC1CCCCC1O)CCCC2 (stereo unspecified)	-3.7%
CCOC(=O)/C(=C\c1ccccc1)C(=O)c1cc(C(C)=O)c(Nc2ccccc2)s1	20.3µM*
Cc1cc2cc(NC(=O)c3ccco3)ccc2[nH]1	1.6%
CCOCc1cnc(C)nc1NCC(=O)c1c(C)[nH]c2ccccc12	-14.6%

Overlap with the part before: 2 entries; new compounds follow.
SMILES	HT1080 viability
Cc1cc2cc(NC(=O)c3ccco3)ccc2[nH]1	1.6%
CCOCc1cnc(C)nc1NCC(=O)c1c(C)[nH]c2ccccc12	-14.6%
O=C(O)C1Cc2ccccc2CN1C(=O)c1ccccc1Cl (stereo unspecified)	20.4%
O=C1C(C=NCc2ccncc2)=C(O)c2ccccc21	0.1%
CCN(CC)S(=O)(=O)c1cccc(C(=O)N[C@H](C(=O)OCC(=O)Nc2ccccc2)C(C)C)c1	-7.3%
O=C1C2C3c4ccccc4C(c4ccccc43)C2c2nc3ccccc3n21 (stereo unspecified)	2.8%
CC1CCN(S(=O)(=O)c2ccc3ccccc3c2)CC1	-12.9%
CCC(C)(C)n1nnnc1C(c1ccc2ncccc2c1)N1CCCC(C)C1 (stereo unspecified)	-9.2%
Cc1ccc(C)c(OCC(=O)Nc2ccc(S(=O)(=O)N3CCN(C)CC3)cc2)c1	-9.8%
Cc1ccc(CN/C=C/C(=O)c2ccc(Br)cc2)cc1	-11.3%
CCOCc1nnc(NC(C)=O)s1	-1.0%
O=C(c1cccs1)n1nc(-c2ccccc2)nc1NCc1ccc(F)cc1	-1.2%
O=C(O)C(Cc1ccccc1)NS(=O)(=O)c1ccc2c(c1)OCCO2 (stereo unspecified)	0.2%
CCOc1ccc(NC(=O)Cn2nnc(C(=O)NCc3ccco3)c2N)cc1	11.4%
CC(=O)c1sc(NC(=O)C(C)C)nc1C	-20.4%
Cc1ccc(NC2OC(CO)C(O)C(O)C2O)cc1 (stereo unspecified)	0.9%
Cc1ccc(Oc2ccc(-c3nc(N)nc(N)n3)cc2)cc1C	-1.4%
Cc1ccc(-n2c(SCC(=O)NCc3ccc4c(c3)OCO4)nnc2-c2cccnc2)c(C)c1	25.7%
O=C(CNC(=O)c1cccs1)c1ccc(F)cc1	-2.3%
COc1cc(S(=O)(=O)N(CCc2ccccc2)Cc2cccs2)ccc1-n1cnnn1	1.8%
Cc1ccc(C(=O)n2cnnc2N)cc1	-12.4%
CCC(CC)C(=O)NCCN1CCN(C(=O)C(CC)CC)CC1	-6.7%
Cc1ccc(-n2c(N)c(C(=O)NCc3ccco3)sc2=S)cc1	8.0%
Cc1nn(CCC(=O)NNC(=S)Nc2cccc(Cl)c2)c(C)c1[N+](=O)[O-]	7.4%
CCOC(=O)N1CCC(n2c(=S)[nH]c3ccccc3c2=O)CC1	-13.5%
Cc1ccc(S(=O)(=O)NCCC2(C(C)C)CCOC(C)(C)C2)cc1 (stereo unspecified)	-17.1%
C(=N\Nc1nn[nH]n1)/c1ccccc1	4.7%
Other entries.
SMILES	HT1080 viability
O=C(COC(=O)c1c2ccccc2cc2ccccc12)Nc1ncc(C(F)(F)F)cc1Cl	-3.7%
COc1ccc(-c2csc(N(CC3CCCO3)C(=O)c3ccc(C)cc3)n2)cc1 (stereo unspecified)	-1.7%
COc1ccc(OCc2cccc(C(=O)Nc3cc(C)on3)c2)cc1	2.0%
CCC(=O)Nc1nnc(-c2ccncc2)s1	2.7%
CC1CC(C)CN(S(=O)(=O)c2cccc(C(=O)OCCN3CCCC3=O)c2)C1 (stereo unspecified)	29.5%
Cc1nc2ccccc2n1CC(O)COC1CCCCC1 (stereo unspecified)	-3.4%
OC(CNCC1CCCO1)Cn1c2ccc(Br)cc2c2cc(Br)ccc21 (stereo unspecified)	24.3%
Cc1ccc(CNC(=O)CSc2c3c(nc4cc(Cl)ccc24)CCCC3)o1	3.7%
